High-throughput results (PubChem)
KDM4C inh = inhibitors of GASC-1 (KDM4C) histone demethylase, primary screen, biochemical, single concentration HTS | inhibition, % at 12.5 µM | actives 0.15% (n = 96,000) | Lysine-specific demethylase 4C (Homo sapiens), Q9H3R0 | GST-KDM4C 2-372, H3K9me3 peptide, LANCE TR-FRET;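 active = mean replicate inhibition above about 25%, with at least 55% of replicates also reaching it, limit read from the data, passing the limit was not always enough; inconclusive = only one of those two conditions met; inactive = neither condition met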
Target sequence (Q9H3R0 2-372 limits assumed): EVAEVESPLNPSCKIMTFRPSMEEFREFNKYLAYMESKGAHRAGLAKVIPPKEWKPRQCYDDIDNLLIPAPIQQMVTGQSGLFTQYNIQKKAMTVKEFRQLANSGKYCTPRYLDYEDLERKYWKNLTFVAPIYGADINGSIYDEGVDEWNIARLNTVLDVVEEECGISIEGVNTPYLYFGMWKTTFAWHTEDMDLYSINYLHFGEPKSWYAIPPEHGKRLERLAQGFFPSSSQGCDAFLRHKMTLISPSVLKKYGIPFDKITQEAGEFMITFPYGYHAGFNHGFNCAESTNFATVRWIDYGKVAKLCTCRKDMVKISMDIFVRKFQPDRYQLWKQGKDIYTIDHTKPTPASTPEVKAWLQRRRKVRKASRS
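System: N-terminal GST-fused human GASC-1 (KDM4C) fragment, residues 2-372; amount: enzyme final amount 10 nM; incubation: reaction 30 min RT, detection step 1 h RT; medium: HEPES buffer, pH 7.5, plus ascorbate; technique: LANCE TR-FRET, Eu antibody, ULight-streptavidin, EDTA, ex 340 nm, em 618/671 nm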
C diff HTS = C. difficile growth inhibitors, primary screen, HTS. Clostridium difficile clinical isolate growth, OD600, 24 h; active compounds read low. growth activity, negative = inhibition, % at 16 µg/mL (by protocol). actives 0.25% (n = 86,000);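 active = mean growth activity at or below -80% and every replicate also at or below -80%; inconclusive = mean at or below -80% but some replicate above -80%; inactive = mean growth activity above -80%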;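 also: 0% = DMSO wells and -100% = levofloxacin 16 µg/mL wells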
Tcruzi prolif = T. cruzi intracellular proliferation inhibitors, primary screen, cell-based, beta-gal Tulahuen parasites, NIH3T3 host, luminescence. T. cruzi beta-gal in NIH3T3, GalScreen luminescence, 90 h. inhibition, % at 8.34 µM. actives 5.9% (n = 77,000). AID 624255, 2012;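 active = mean inhibition above about 93%, with at least 55% of replicates each passing it, limit read from the data, passing the limit was not always enough; inconclusive = only one of those two conditions holds; inactive = neither condition holds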
Pf Dd2 inh = P. falciparum Dd2 growth inhibitors, primary screen, SYBR Green fluorescence, single dose replicates; 72 h; active compounds read low; activity change, % at 10 µM; actives 2.3% (n = 94,000); in the data active = activity change below about -80%; inconclusive = no clear call, values can overlap the other calls
Active calls of the source: *; ? = inconclusive; . = not tested or not shown; & = joins results of further samples.

cpd	structure	Pf Dd2 inh	Tcruzi prolif	KDM4C inh	C diff HTS
1	COc1ccc(-c2ccc3c(c2)[C@@H]2[C@@H](CCN2C(=O)c2ccc(F)cc2)[C@H](CO)N3C)cc1	-20	17	-2.7	44
2	COC(=O)[C@@H]1[C@@H](CO)[C@@H]2Cn3c(ccc(C4=CCCC4)c3=O)[C@@H]2N1C(=O)Cc1cccnc1	.	-22	2.2	-3
3	CCCC(=O)Nc1ccc2c(c1)OC[C@@H](C)N(CC1CCOCC1)C[C@@H](C)[C@H](OC)CN(C)C2=O	-18	.	6.2	-4
4	O=C(c1cccc(F)c1)N1CC2(C1)[C@H](c1ccccc1)[C@H](CO)N2Cc1ccccn1	3	.	0.1	-2
5	CCCNC(=O)Nc1ccc2c(c1)C(=O)N(C)[C@H]1CC[C@H](CC(=O)Nc3cccc(F)c3)O[C@@H]1CO2	-10	-3	0.9	2
6	C[C@@H]1CN([C@H](C)CO)C(=O)c2cc(NC(=O)CCC(F)(F)F)ccc2O[C@@H]1CN(C)C	16	.	-0.4	2
7	CC(=O)N(C)C[C@@H]1Oc2ncc(-c3cccc(F)c3)cc2C(=O)N([C@H](C)CO)C[C@H]1C	36	-6	1.3	2
8	CCCC#Cc1ccc2c(c1)O[C@H](CN(C)S(C)(=O)=O)[C@@H](C)CN([C@@H](C)CO)S2(=O)=O	-7	43	0.9	3
9	COCC(=O)N1CC(=O)N2[C@H](C1)[C@@H](c1ccc(Br)cc1)[C@@H]2CO	16	.	3.5	6
10	CO[C@H]1CN(C)C(=O)c2cc(NS(C)(=O)=O)ccc2OC[C@H](C)N(C(=O)C2CCOCC2)C[C@H]1C	21	25	0.2	.
11	C[C@@H]1CN([C@@H](C)CO)C(=O)Cc2cc(NC(=O)Cc3cn(C)c4ccccc34)ccc2O[C@@H]1CN(C)C(=O)Nc1ccccc1	-34	32	-0.3	8
12	C[C@H](CO)N1C[C@H](C)[C@H](CN(C)CC2CC2)Oc2cc(C#Cc3ccncc3)ccc2S1(=O)=O	-23	35	-0.5	5
13	O=S(=O)(N[C@@H]1CC[C@@H](CCn2cc(C3(O)CCCC3)nn2)O[C@H]1CO)c1ccccc1	-34	-80	-0.1	-3
14	Cc1ccccc1S(=O)(=O)N[C@H]1CC[C@@H](CCn2cc(-c3ccc(F)cc3)nn2)O[C@H]1CO	-19	46	-0.5	.
15	COC(=O)C[C@@H]1CC[C@@H]2[C@H](COC[C@@H](O)CN2CCC(F)(F)F)O1	.	25	-0.6	5&-5
16	COc1ccc(NC(=O)N(C)C[C@H]2OCCCC[C@@H](C)Oc3ccc(N(C)C)cc3C(=O)N([C@H](C)CO)C[C@H]2C)cc1	8	26	1.8	-1
17	COc1ccc2c3c([nH]c2c1)[C@H](CO)N(Cc1ccccc1Cl)CC31CN(C(C)=O)C1	-90*	.	0.0	-2
18	C/C=C/c1cnc2c(c1)C(=O)N([C@@H](C)CO)C[C@H](C)[C@H](CN(C)S(=O)(=O)c1ccc(F)cc1)O2	-10	19	6.9	4
19	O=C(C1CCC1)N1C[C@@H]2[C@H](c3ccccc31)[C@H](CO)N2S(=O)(=O)c1ccccc1	-36	-39	10	0
20	C[C@@H]1CN([C@@H](C)CO)C(=O)Cc2cc(NC(=O)Nc3cccc4ccccc34)ccc2O[C@@H]1CN(C)Cc1ccccc1	-5	75	-2.5	1
21	C/C=C/c1ccc([C@H]2[C@@H](CO)N[C@@H]2CNC(=O)C2CC2)cc1	-9	.	-0.4	1
22	CC(C)NC(=O)N1CC2(C1)[C@H](c1ccccc1)[C@@H](CO)N2C(=O)C1CC1	6	.	-1.0	-2
23	C[C@H]1CN([C@@H](C)CO)C(=O)c2cc(C#CCC3CCCC3)cnc2O[C@H]1CN(C)Cc1ccccn1	-52	42	1.8	-9
24	CN1CCN(C(=O)C[C@H]2CC[C@@H]3[C@H](COC[C@@H](O)CN3C(=O)Nc3ccc4c(c3)OCO4)O2)CC1	33	10	3.8	-1&-9
25	CCCNC(=O)[C@H]1[C@H](CO)[C@H]2Cn3c(ccc(-c4ccccc4OC)c3=O)[C@H]2N1S(C)(=O)=O	37	.	-1.0	2

The closing 4 entries of the part above come first, to join the parts:
cpd	structure	Pf Dd2 inh	Tcruzi prolif	KDM4C inh	C diff HTS
22	CC(C)NC(=O)N1CC2(C1)[C@H](c1ccccc1)[C@@H](CO)N2C(=O)C1CC1	6	.	-1.0	-2
23	C[C@H]1CN([C@@H](C)CO)C(=O)c2cc(C#CCC3CCCC3)cnc2O[C@H]1CN(C)Cc1ccccn1	-52	42	1.8	-9
24	CN1CCN(C(=O)C[C@H]2CC[C@@H]3[C@H](COC[C@@H](O)CN3C(=O)Nc3ccc4c(c3)OCO4)O2)CC1	33	10	3.8	-1&-9
25	CCCNC(=O)[C@H]1[C@H](CO)[C@H]2Cn3c(ccc(-c4ccccc4OC)c3=O)[C@H]2N1S(C)(=O)=O	37	.	-1.0	2
26	O=C(C[C@H]1C=C[C@H](NC(=O)C2CC2)[C@H](CO)O1)Nc1nccs1	-9	-24	-1.3	.
27	C[C@H](CO)N1C[C@H](C)[C@@H](CN(C)Cc2ccc(C(=O)O)cc2)Oc2ccc(NC(=O)Cn3cnnn3)cc2CC1=O	3	.	1.5	-3
28	COc1ccccc1NC(=O)N(C)C[C@H]1OCc2ccccc2-c2c(n(C)c3ccccc23)C(=O)N([C@H](C)CO)C[C@@H]1C	-10	-113	0.4	.
29	CC(C)NC(=O)N[C@H]1CC[C@H](CCNC(=O)C2CCOCC2)O[C@H]1CO	26	-41	1.3	.
30	C[C@@H]1CN([C@H](C)CO)C(=O)Cc2cc(NS(=O)(=O)c3ccccc3)ccc2O[C@H]1CN(C)Cc1ccccc1	-13	67	12	1
31	O=C(C1CCOCC1)N1C[C@@H]2[C@H](c3ccccc31)[C@H](CO)N2C(=O)c1ccccc1	3	25	-3.0	0
32	O=C(Nc1ccccc1)[C@@H]1[C@@H](CO)[C@@H]2Cn3c(cccc3=O)[C@@H]2N1CC1CC1	-3	24	2.4	1
33	COc1cccc(S(=O)(=O)Nc2ccc3c(c2)[C@@H]2C[C@H](CC(=O)NCC(F)(F)F)O[C@@H](CO)[C@@H]2O3)c1	5	-50	-2.1	0
34	CCCNC(=O)N1C[C@@H](O)COC[C@@H]2O[C@H](CC(=O)O)CC[C@H]21	27	38	1.4	4&-3
35	COCC(=O)N(C)C[C@@H]1Oc2cc(-c3ccc(F)cc3)ccc2S(=O)(=O)N([C@H](C)CO)C[C@@H]1C	9	16	-2.2	4
36	CCCNC(=O)[C@@H]1[C@@H](CO)[C@@H]2Cn3c(cccc3=O)[C@@H]2N1C(=O)C1CCCC1	5	-5	1.6	4
37	COCC(=O)NC[C@H]1[C@H](c2ccc(C3=CCCC3)cc2)[C@H](CO)N1C(=O)C1CC1	2	65	-0.1	18
38	COc1cccc(CN2[C@@H]3CN(C(=O)c4ccncc4)c4ccccc4[C@@H]3[C@@H]2CO)c1	-33	49	0.1	0
39	CN(C)CC#Cc1ccc([C@H]2[C@H](CO)N3C(=O)CN(C(=O)c4ccc(F)cc4)C[C@@H]23)cc1	17	.	3.6	-7
40	COc1ccc(S(=O)(=O)N(C)C[C@@H]2Oc3cc(-c4cccc(F)c4)ccc3S(=O)(=O)N([C@H](C)CO)C[C@H]2C)cc1	-76	.	1.2	7
41	O=C(C[C@H]1CC[C@H]2[C@@H](COC[C@H](O)CN2Cc2cc(F)ccc2F)O1)NCc1ccc(Cl)cc1	-50	?	0.7	13&7
42	C[C@H]1CN([C@@H](C)CO)C(=O)c2cc(NC(=O)Nc3ccc(F)cc3)ccc2O[C@H]1CN(C)Cc1ccc(Cl)c(Cl)c1	18	63	.	21
43	C[C@H]1CN([C@@H](C)CO)C(=O)c2cc(NC(=O)CCN3CCOCC3)ccc2O[C@H]1CN(C)C(=O)Nc1ccc(F)cc1	23	13	-0.3	-4
44	COc1ccc(S(=O)(=O)Nc2ccc3c(c2)C(=O)N([C@@H](C)CO)C[C@@H](C)[C@H](CN(C)S(=O)(=O)c2cn(C)cn2)OCCCC[C@H](C)O3)cc1	60	-29	-2.7	5
45	COc1ccc(C[C@H]2CCn3cc(nn3)COC[C@H](C(C)C)NC2=O)cc1	.	.	1.6	-1
46	OC[C@H]1[C@@H](c2ccc(C#Cc3ccccc3)cc2)[C@@H]2CN(Cc3cncnc3)CCCCN12	-55	85	-0.1	12
47	COc1ccccc1CN1C[C@H](C)[C@H](OC)CN(C)C(=O)c2cc(NC(C)=O)ccc2OC[C@@H]1C	13	-24	-1.1	.
48	CNC[C@@H]1OCCCC[C@H](C)Oc2ccc(NC(=O)CCC(F)(F)F)cc2C(=O)N([C@H](C)CO)C[C@@H]1C	38	29	2.7	-3
49	CN1CCN(C(=O)C[C@H]2CC[C@@H]3[C@H](COC[C@@H](O)CN3C(=O)Nc3ccc(Cl)cc3)O2)CC1	4	16	-1.8	.
50	COc1ccc2c3c([nH]c2c1)[C@H](CO)N(Cc1ccccc1F)CC31CN(C(=O)C2CCCC2)C1	-87*	.	-0.7	2

Values by screen from the entries so far.
Entries 31–37 in Pf Dd2 inh, in turn: 3, -3, 5, 27, 9, 5, 2
Entries 31–37 in KDM4C inh, in turn: -3.0, 2.4, -2.1, 1.4, -2.2, 1.6, -0.1

More compounds:
cpd	structure	Pf Dd2 inh	Tcruzi prolif	KDM4C inh	C diff HTS
51	C[C@H]1CN([C@@H](C)CO)C(=O)c2cc(/C=C/c3ccccc3)cnc2O[C@@H]1CN(C)Cc1cccc(C(=O)O)c1	-32	35	-0.8	-1
52	O=C(CN1CCOCC1)N[C@H]1CC[C@H](CCNC(=O)C2CCCCC2)O[C@H]1CO	-12	.	4.7	0
53	COc1ccc(NC(=O)N(C)C[C@@H]2Oc3c(NS(=O)(=O)c4ccc(C)cc4)cccc3C(=O)N([C@@H](C)CO)C[C@H]2C)cc1	2	21	3.7	-3
54	COc1ccc2c3c(n(C)c2c1)[C@H](CO)N(S(=O)(=O)c1ccc(C)cc1)CC31CCN(C)CC1	-33	.	-1.0	10
55	C[C@H](CO)N1C[C@H](C)[C@@H](CN(C)S(=O)(=O)c2ccc(Oc3ccccc3)cc2)OCc2cnnn2CCCC1=O	-29&-11	73&89	2.6	.
56	C[C@@H]1CN([C@H](C)CO)C(=O)Cc2cc(NC(=O)CCCN(C)C)ccc2O[C@H]1CN(C)CC1CCCCC1	-30	37	-0.1	-4
57	CCCN1C[C@@H](C)[C@@H](OC)CN(C)C(=O)c2cc(NC(=O)c3cccc(OC)c3)ccc2OC[C@H]1C	.	18	-1.3	.
58	O=C(Cc1ccccn1)N1CC(=O)N2[C@H](C1)[C@H](c1ccc(C#CC3CC3)cc1)[C@@H]2CO	-19	.	2.0	-3
59	C[C@@H]1CCCCO[C@H](CN(C)C(=O)CCCN(C)C)[C@@H](C)CN([C@H](C)CO)C(=O)c2cc(NC(=O)Nc3ccc4c(c3)OCO4)ccc2O1	22	57	-0.5	1
60	CCC(=O)N(C)C[C@@H]1Oc2cc(C#CC3CCCC3)ccc2S(=O)(=O)N([C@@H](C)CO)C[C@@H]1C	-72	71	-0.3	-8
61	O=C(C[C@@H]1C[C@H]2c3cc(NC(=O)Nc4ccc(F)cc4)ccc3O[C@H]2[C@H](CO)O1)NC1CCCC1	-19	-3	-3.6	.
62	C[C@@H]1CCCCO[C@@H](CN(C)Cc2ccccc2)[C@H](C)CN([C@@H](C)CO)C(=O)c2cc(NS(=O)(=O)c3ccccc3)ccc2O1	-23	29	0.9	.
63	CN1C(=O)c2cc(NC(=O)c3cnccn3)ccc2OC[C@@H]2O[C@H](CC(=O)N[C@H]3CCN(Cc4ccccc4)C3)CC[C@@H]21	-10	109*	0.1	-4

3 compounds from above, sorted by the number in KDM4C inh, rising.
No.	Compound	KDM4C inh
61	O=C(C[C@@H]1C[C@H]2c3cc(NC(=O)Nc4ccc(F)cc4)ccc3O[C@H]2[C@H](CO)O1)NC1CCCC1	-3.6
56	C[C@@H]1CN([C@H](C)CO)C(=O)Cc2cc(NC(=O)CCCN(C)C)ccc2O[C@H]1CN(C)CC1CCCCC1	-0.1
63	CN1C(=O)c2cc(NC(=O)c3cnccn3)ccc2OC[C@@H]2O[C@H](CC(=O)N[C@H]3CCN(Cc4ccccc4)C3)CC[C@@H]21	0.1
